ATXN2 expr inh: ATXN2 expression inhibition; HEK-293 ATXN2-luciferase reporter, luminescence, 24 h; Potency, µM (titrated, usually from 57 µM), for inactives: at the top dose activity change, negative = inhibition, hits mostly inhibitors; 360,000 tested, 0.72% active; AID 1745845; also: potency is read from the fitted curve at half-maximal effect; % is scaled to controls: 0 for no effect and ±100 for the full control effect; nearly all actives have a fitted effect of over 55% in size
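qHTS (up to 57 uM final) was run with 24 h compound exposure of reporter cells at 37 °C. Each well was multiplexed: SteadyGlo luminescence measured ATXN2-luciferase expression after a fluorogenic Gly-Phe-AFC viability readout (25 uM final).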
IL-1B inflam inh: inflammasome signaling inhibition, IL-1 beta readout | THP-1 LPS/ATP IL-1B secretion, AlphaLISA, 16 h; active compounds read low | activity change, % at 57.5 µM | 360,000 tested, 4.7% active | AID 743279; in the data active = activity change below about -50%; inconclusive = mostly about -30% to -49%; also: % is scaled to controls: 0 for no effect and ±100 for the full control effect
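Secreted IL-1B measured by AlphaLISA bead assay after 16 h compound exposure of THP-1 cells; compounds (final up to 57.5 uM) added 1 h before LPS (250 ng/mL) and ATP (1.25 mM) stimulation; lower signal means less secretion.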
MCF10A rereplic: DNA re-replication induction in MCF 10a cells | MCF 10A DNA re-replication, Hoechst nuclear intensity, 48 h | Potency, µM (series often up to 46.1 µM), for inactives: at the top dose activity, positive = re-replication, actives largely listed as activators | 350,000 tested, 2.9% active | AID 624296; also: potency is read from the fitted curve at half-maximal effect; % of control where 0% means no effect; nearly all actives have a fitted effect of over 50% in size
S2 tox: cell viability loss in ATXN counter-screen | S2 cells (HEK-293 line with an ATXN2-luciferase reporter) viability, CellTiter-Fluor protease fluorescence, 24 h | Potency, µM (top dose mostly 56.7 µM), hits mostly cytotoxic | 400,000 tested, 0.49% active | AID 651635; also: potency is read from the fitted curve at half-maximal effect; nearly all actives have a fitted effect of over 40% in size
Nrf2 ARE act: activators of Nrf2 (ARE) signaling; AREc32 ARE-luciferase reporter (MCF7-derived line), luminescence, 24 h; Potency, µM (highest dose often 46.1 µM), for inactives: top-dose activation, most hits filed as activators; 410,000 tested, 0.31% active; AID 624171; also: potency is read from the fitted curve at half-maximal effect; % of control where 0% means no effect; nearly all actives have a fitted effect of over 65% in size
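Luminescent ARE reporter assay in AREc32_Fluc cells: overnight plating at 37 deg C, 24 hr compound incubation, Steady-Glo added, 30 min RT before reading.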
TGFb inhibitor: inhibitors of TGF-b signaling; HepG2 CAGA-GFP TGF-b/SMAD3 reporter, GFP fluorescence, 18 h; TGF-beta stimulated, 500 pg/mL final; Potency, µM (series often up to 46.1 µM), inactives show at the top dose activity, negative = inhibition, usual class: inhibitors; 410,000 tested, 1.2% active; AID 588855; also: potency is read from the fitted curve at half-maximal effect; % is scaled to controls: 0 for no effect and ±100 for the full control effect; nearly all actives have a fitted effect of over 65% in size
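TGF-beta reporter screen: HEPG2 CAGA-GFP, 1% FBS, 500 pg/mL TGF-beta final, 18 h; per-cell GFP summed per well; curves fitted and categorized by class.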
Nrf2 inh: Nrf2 pathway inhibition; A549 ARE-Fluc reporter, luciferase luminescence, 18-24 h; Potency, µM (top dose mostly 46 µM), for inactives: at the top dose activity change, negative = inhibition, hits mostly inhibitors; 360,000 tested, 2.1% active; AID 504444; also: potency is read from the fitted curve at half-maximal effect; % is scaled to controls: 0 for no effect and ±100 for the full control effect; nearly all actives have a fitted effect of over 60% in size
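Reporter: ARE-Fluc in A549. Exposure: 18-24 h, 37 °C, 5% CO2, 5% FBS OPTI-MEM. Readouts: fluorescent cytotoxicity (CellTiter-Fluor), then luminescent Nrf2 signal after BugLite.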
HepG2 tox: HepG2 cytotoxicity, counter-screen for TGF-b inhibitors; AID 588856; 410,000 tested, 0.76% active; Potency, µM (doses to about 46.1 µM), for inactives: top-dose activity change, negative = cytotoxicity, usual class: cytotoxic; HepG2 CAGA-GFP viability, ATP luminescence, 18 h; also: potency is read from the fitted curve at half-maximal effect; some results filed as inactive show a strong effect at the top dose
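CellTiter-Glo luminescence gave cytotoxicity after 18 hours at 37 degrees C. The cells were HepG2 CAGA-GFP in 1% FBS DMEM, stimulated with 500 pg/mL TGF-beta after compound addition. %Activity was normalised to no-cell wells (complete cell-killing) and DMSO (no toxicity), and curves were fitted and classified.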
A549 viability: A549 cytotoxicity, counter-screen for Nrf2 inhibitors | A549 ARE-Fluc cells, CellTiter-Fluor viability, 18-24 h | Potency, µM (top dose mostly 46 µM), inactives show top-dose activity change, negative = cytotoxicity, usual class: inhibitors | 390,000 tested, 0.16% active; also: potency is read from the fitted curve at half-maximal effect; % is scaled to controls: 0 for no effect and ±100 for the full control effect
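Cytotoxicity counterscreen: CellTiter-Fluor fluorescence was measured in A549 ARE_Fluc cells after 18-24 h of compound exposure in a concentration series. The subsequent BugLite luminescent read reports ARE-luciferase activity.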
* = called active by the depositor; i = inactive; u = inconclusive; x = no result given; ! = repeats disagree; [ ] = remark or other dose. Unless noted, calls follow the shape of the dose curve; as a rule, active = well fitted curve in the direction sought with a large enough effect; inconclusive = small, poorly fitted or top-dose-only effect, or another doubt; inactive = no such curve, though single readings can be large; an effect the other way counts as inactive or inconclusive.

smiles,MCF10A rereplic,HepG2 tox,TGFb inhibitor,S2 tox,Nrf2 inh,Nrf2 ARE act,ATXN2 expr inh,A549 viability,IL-1B inflam inh
CCOC(=O)[C@H]1[C@H]2COc3ccccc3[C@@H]2N2C(=O)c3ccc(C)cc3NC(=O)[C@@]12C,7%,-11%,2%,i,20%,4.0%,-1%,16%,-15
O=C(Nc1cccc(F)c1)N1CC=C(n2c(=O)[nH]c3ccccc32)CC1,0%,-23%,4%,u,u,-0.7%,-16%,-21%,-59*
CC(C)CCN1CCN(Cc2nc3c(s2)CCCC3)CC1CCO (stereo not given),u,-6%,23%,i,-7%,0.0%,-17%,1%,22
CCCCC1CCC(C(=O)NC2CCS(=O)(=O)C2)CC1 (stereo not given),-6%,2%,-5%,i,10%,-0.8%,-1%,7%,1
Cc1cc2c(=O)n(Cc3ccco3)c(SCC(=O)N3CCCc4ccccc43)nc2s1,-2%,-11%,u,i,u,4.3%,-31%,-23%,-67*
Cc1ccc(-c2ccc(C(=O)NCc3ccccc3)o2)c2ccccc12,u,9%,u,i,-19%,3.3%,-4%,0%,-22
CCC(C(=O)NCc1cccc(C)c1)n1nc(C)c2c(C)n(-c3ccccc3)nc2c1=O (stereo not given),1%,-17%,u,x,21µM*,0.4%,x,-14%,3
COc1cccc(C2CC(c3cccc(NS(C)(=O)=O)c3)=NN2C(=O)c2ccccc2)c1OC (stereo not given),13%,-9%,u,u,u,3.0%,-6%,u,-2
COc1ccc(-n2c3c(cc(C(=O)NNc4ccccc4)c2=O)C(=O)CC(C)(C)C3)cc1,u,3%,6%,u,-19%,0.4%,u,-1%,-3
CCCNS(=O)(=O)c1ccc(-n2cnnn2)c(OC)c1,-4%,5%,1%,i,-6%,-0.6%,-9%,0%,35
COc1ccc2nc(SCC(N)=O)cc(C)c2c1,3%,3%,u,i,-5%,3.1%,15%,-11%,-6
O=C(CCCCn1c(=O)c2ccccc2n(Cc2ccccc2Cl)c1=O)NCCc1ccccc1,x,2%,2%,i,2%,0.0%,-4%,-4%,x
CCN(CC)c1ccc(NC(=O)c2cnn(-c3ccccc3)c2-n2cccc2)c(C)c1,x,-16%,0%,i,2%,0.4%,-12%,9%,x
COc1ccc(CCCNC(=O)C2Cc3c(-c4cccc(NC(C)=O)c4)ccnc3O2)cc1 (stereo not given),x,-6%,u,i,x,0.1%,u,x,31
O=C(O)c1cnn(-c2nc(-c3cccc([N+](=O)[O-])c3)cs2)c1C(F)(F)F,-6%,0%,0%,i,10%,14%,9%,1%,1
CCCc1[nH]n(-c2ccc(F)cc2)c(=O)c1C=NCC1CCCO1 (stereo not given),3%,-6%,5%,i,-17%,-1.1%,8%,-6%,23
COC(=O)c1ccccc1NC(=O)CSc1ccc(C)cc1,3%,0%,4%,i,u,-0.7%,10%,13%,-7
O=S(=O)(Cc1ccccc1)NC1c2ccccc2Oc2ccccc21,u,-28%,-6%,i,-1%,9.8%,-24%,-13%,-17
COc1ccc(OC)c(NC(=O)NC2CCCc3ccccc32)c1 (stereo not given),u,-15%,-20%,i,-14%,-0.1%,-2%,10%,3
CCOc1ccc(/C=N/NC(=O)c2cc3c(OC)cc(OC)c(OC)c3[nH]2)cc1,u,-17%,-3%,i,u,0.5%,0%,-24%,-27
CCOC(=O)C1CCN(S(=O)(=O)c2ccc3c4c(cccc24)C(=O)N3CC)CC1,-20%,3%,4%,x,15%,9.4%,18%,3%,39
C=CCNC(=O)NC(=O)Cn1c(=O)c2c(ncn2CC)n(Cc2ccccc2)c1=O,6%,-1%,-5%,i,2%,0.4%,-2%,9%,35
CCOC(=O)C1=C(CN2CCc3ccccc32)NC(=O)NC1c1ccc(Cl)cc1 (stereo not given),15µM*,-25%,u,i,16µM*,4.8%,u,u,u
CCOC(=O)Cc1csc(NC(=O)c2ccc(Cl)s2)n1,3%,-5%,u,i,-5%,2.5%,-1%,-1%,53
O=S1(=O)CC(N2CCN(Cc3ccccc3F)CC2)CN1Cc1cn(Cc2ccc(Cl)cc2)nn1 (stereo not given),x,x,x,i,x,0.7%,-21%,x,-1
O=C(CSc1nc(-c2cccc(Cl)c2)nc2cc(=O)[nH]n12)Nc1ccccc1,x,-31%,-6%,i,u,-0.4%,-19%,-1%,x
Cc1nnc(NC(=O)CSc2nnnn2Cc2ccccc2)s1,1%,6%,10%,i,x,-0.3%,3%,0%,2
O=C(CCc1cccc(Cl)c1)NC1CCCN(Cc2ccccc2F)C1 (stereo not given),1%,-3%,-10%,i,-7%,0.4%[9.22 µM],-14%,4%,-7
Cc1ccc(C2NCCS2)cc1 (stereo not given),-25%,-4%,-1%,i,-6%,0.3%,1%,-2%,9
O=C(CN1C(=O)CCC1=O)Nc1nc2c(F)cc(F)cc2s1,-2%,4%,1%,i,u,-0.5%,0%,-1%,-17

Four entries already listed, sorted by their value in IL-1B inflam inh, lowest first.
mol | IL-1B inflam inh
Cc1ccc(-c2ccc(C(=O)NCc3ccccc3)o2)c2ccccc12 | -22
O=S(=O)(Cc1ccccc1)NC1c2ccccc2Oc2ccccc21 | -17
CCCCC1CCC(C(=O)NC2CCS(=O)(=O)C2)CC1 (stereo not given) | 1
CCCNS(=O)(=O)c1ccc(-n2cnnn2)c(OC)c1 | 35

Back to the main list with the 2 entries that preceded the break.
smiles,MCF10A rereplic,HepG2 tox,TGFb inhibitor,S2 tox,Nrf2 inh,Nrf2 ARE act,ATXN2 expr inh,A549 viability,IL-1B inflam inh
Cc1ccc(C2NCCS2)cc1 (stereo not given),-25%,-4%,-1%,i,-6%,0.3%,1%,-2%,9
O=C(CN1C(=O)CCC1=O)Nc1nc2c(F)cc(F)cc2s1,-2%,4%,1%,i,u,-0.5%,0%,-1%,-17
c1ccc2c3c(cc(N4CCOCC4)c2c1)OC1(N2CCOCC2)CCCCC1O3 (stereo not given),-6%,-35%,-26%,i,u,-1.1%,-18%,2%,15
COc1ccccc1NS(=O)(=O)c1ccc(C)c(C(=O)NNC(=O)c2csc(N3CCOCC3)n2)c1,10%,22%,18%,i,u,0.3%,x,6%,21
COc1cccc(C(=O)Nc2cccc3c2ccc2cccn23)c1,u,-14%,1%,i,-13%,21%,-17%,2%,-30
O=C(CSc1nnc(COc2ccccc2Cl)o1)NC(=O)NCc1ccco1,-13%,3%,-5%,i,4%,-0.6%,5%,0%,21
COc1ccc(-c2csc(Nc3ncccc3C)n2)cc1OC,u,-6%,-25%,i,-16%,8.3%,54%[activator],-9%,u
CCOC(=O)c1ccc(N2C(=O)CC(N3CCOCC3)C2=O)cc1 (stereo not given),2%,3%,32%[activator],i,5%,0.0%,-7%,1%,4
O=C1NC[C@H](CCCCN2C[C@H](Cc3ccc(O)cc3)N(Cc3ccccc3)C(=O)C2=O)N(CCc2ccc(O)cc2)C1=O,x,x,x,i,x,-0.9%,2%,x,3
CCOC(=O)N1CCN(C(=O)CCCCCn2c(=S)[nH]c3ccsc3c2=O)CC1,4%,6%,19%,i,-13%,0.4%,-7%,1%,18
C=CCc1c(C)nc(C)nc1N/N=C/c1ccccc1,-6%,-42%,-6%,i,x,0.2%,4%,-6%,25
OCCc1ccc(NCCc2ccco2)cc1,x,-21%,-13%,i,x,0.4%,34%,x,-19
Cc1ccccc1Cn1ccc(NC(=O)c2cnn3c2NC(c2ccccc2)CC3C(F)(F)F)n1 (stereo not given),27%,-39%,7.9µM*,i,u,4.2%,-1%,u,-66*
O=C1c2ccccc2NC2(CCCC2)N1NS(=O)(=O)c1ccccc1,-16%,-9%,-2%,i,1%,-0.3%,-9%,-7%,5
COc1ccc(-c2nc3n(n2)C(c2ccncc2)C(C(N)=O)=C(C)N3)cc1 (stereo not given),2%,7%,12%,i,2%,4.3%,1%,7%,30
CCOC(=O)CC1C(=O)NCCN1C(=S)Nc1ccccc1 (stereo not given),-4%,16%,-7%,i,26%,-0.7%,5%,3%,6
O=C(CNC(c1ccccc1)c1ccccc1)Nc1ccccc1-c1ccccc1,u,9%,-28%,i,u,0.6%,u,-7%,16
CC(C)(C)c1ccc(C(=O)N2CCC(NC(=O)c3ccccc3)CC2)cc1,4%,9%,0%,i,-19%,-0.6%,2%,0%,7
C=CCn1sc(=N)c(C#N)c1N,19%,-13%,-2%,i,-21%,1.6%,6%,0%,14
C=CCn1c(SCC(=O)Nc2ccc(N3CCOCC3)cc2)nnc1-c1ccco1,-11%,-5%,5%,i,-7%,0.9%,10%,-17%,15
COc1ccccc1CNC(=O)c1ccc2c(c1)nc(C)n2-c1cccc(C)c1,x,-12%,0%,i,x,-0.4%,-15%,23%,x
Cc1ccc(NC(=O)COC(=O)c2ccc3c(=O)n4c(nc3c2)CCC4)c(Br)c1,3%,-9%,-17%,i,9%,0.0%,7%,1%,10
O=C(NN=C1C2CC3CC(C2)CC1C3)c1ccncc1,7%,19%,29%,i,12%,0.1%,0%,-4%,8
CC(C)Oc1ccc(C(=O)OCC(=O)c2ccc[nH]2)cc1,-3%,-7%,0%,i,28%,3.4%,46%[activator],-1%,17
CNC(=O)C1CN(C(=O)c2nn(Cc3ccccc3)c(=O)c3ccccc23)c2ccccc2O1 (stereo not given),x,13%,-2%,i,x,-0.3%,x,x,u
Cc1sc2ncnc(Sc3nnnn3-c3ccccc3)c2c1C,u,10µM*!,13µM*!,32µM*,u,8.9µM*,16µM*,2%,-101*

From PubChem
